Assay outcomes: PubChem BioAssay, several laboratories
Pemphigus Ab inh: blocks pemphigus antibody binding to human desmoglein-3; binding (percent of control), % at 10 µM; DSG3-coupled beads, scFv-anti-DSG3-GFP binding, flow cytometry; stronger effect = lower value; AID 588358; P32926; 310,000 tested, 0.48% active;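 active means binding more than 3 SD below its plate's average and above zero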;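 further: hits lower antibody fragment binding to DSG3; some compounds called inactive have numbers as strong as hits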
CDK5 inh: CDK5/p35 (human) kinase inhibition; Q00535+Q15078; Recombinant CDK5/p35, ADP-Glo luminescence, 60 min; inhibition, % at 10 µM; 330,000 tested, 0.01% active; AID 488839;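 active means highest replicate inhibition of at least 50% and at least 75% of replicates reaching 50%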;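 further: plate controls were DMSO neutral control for no effect and GW8510 at 10 µM for full effect; many of its hits are not listed in these tables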
Target sequence (Q00535 whole entry, looked up): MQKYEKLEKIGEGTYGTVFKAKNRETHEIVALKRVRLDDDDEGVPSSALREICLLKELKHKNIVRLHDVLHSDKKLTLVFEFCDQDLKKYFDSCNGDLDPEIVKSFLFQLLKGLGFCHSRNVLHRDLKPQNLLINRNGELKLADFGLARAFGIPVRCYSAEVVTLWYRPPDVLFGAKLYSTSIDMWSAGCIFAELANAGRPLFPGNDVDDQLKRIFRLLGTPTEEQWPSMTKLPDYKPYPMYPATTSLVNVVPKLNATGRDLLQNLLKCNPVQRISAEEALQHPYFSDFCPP
Target sequence (Q15078 whole entry, looked up): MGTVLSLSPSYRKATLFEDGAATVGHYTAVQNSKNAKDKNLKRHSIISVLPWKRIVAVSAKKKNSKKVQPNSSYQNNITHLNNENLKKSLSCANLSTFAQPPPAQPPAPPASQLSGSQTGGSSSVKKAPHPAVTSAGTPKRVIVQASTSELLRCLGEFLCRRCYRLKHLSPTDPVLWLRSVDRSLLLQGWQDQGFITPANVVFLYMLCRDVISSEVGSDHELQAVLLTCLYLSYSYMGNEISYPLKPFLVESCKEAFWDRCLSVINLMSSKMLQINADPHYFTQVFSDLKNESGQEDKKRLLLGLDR
dFosB act: activators of mouse delta FosB homodimer. P13346. purified delta FosB, TAMRA-CDK5 oligo fluorescence polarization; percent of positive-control signal above neutral wells. activation, % at 25 µM. 340,000 tested, 0.99% active. AID 493131;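 active means mean activation above about 17%, with every replicate also reaching it, limit read from the data, passing the limit was not always enough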;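 further: fluorescence polarization rise as delta FosB binds a TAMRA Cdk5 AP-1 oligo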
PKA-R2B activ: activators of human PKA-R2B complex. PKA-R2B holoenzyme dissociation, Cy5-IP20 fluorescence polarization; R2B truncated from residue 108, S112A mutant; 0% DMSO only, 100% 113 µM cGMP. activation, % at 11.4 µM. AID 504700. P22694+P31323. 340,000 tested, 0.079% active;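 active means activation above a cutoff set at the mean over all compounds plus 3 SD, cut at about 18% in these data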;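 further: higher means more holoenzyme dissociation and a rise in polarization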
Target sequence (P31323 whole entry, looked up, other chains not shown, the tested form may be a part): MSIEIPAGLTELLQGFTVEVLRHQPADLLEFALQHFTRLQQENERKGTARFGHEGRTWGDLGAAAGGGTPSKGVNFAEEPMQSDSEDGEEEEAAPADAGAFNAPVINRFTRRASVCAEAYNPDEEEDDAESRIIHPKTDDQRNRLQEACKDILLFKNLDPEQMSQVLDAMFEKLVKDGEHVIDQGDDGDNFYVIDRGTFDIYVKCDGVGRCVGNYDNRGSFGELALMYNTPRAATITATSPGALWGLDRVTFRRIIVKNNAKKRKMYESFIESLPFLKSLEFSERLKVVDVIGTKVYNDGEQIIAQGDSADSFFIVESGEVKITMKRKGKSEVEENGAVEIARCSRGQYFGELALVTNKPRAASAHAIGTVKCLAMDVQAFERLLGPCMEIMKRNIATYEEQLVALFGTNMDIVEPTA
Mot1-301 SUMO: inhibitors of SUMOylation pathway: yeast Mot1-301 growth rescue | growth rescue, % at 18.8 µM | S. cerevisiae Mot1-301 growth rescue, ATP luminescence, 38.5C; percent above DMSO median, 100 means doubled | 320,000 tested, 1% active;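 active means every valid replicate shows activation above 250% relative to neutral control wells; inactive means the rest, any valid replicate at or below 250%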;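 further: OY570 slx delta 5 strain wells were the positive control but not used for scaling; some compounds called inactive have numbers as strong as hits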
PKA-R1A act: PKA-R1A complex activation. PKA-R1A dissociation, Cy5-IP20 fluorescence polarization; scaled: DMSO 0%, 113 µM cGMP 100%. activation, % at 11.4 µM. P00514+P68181. AID 504707. 340,000 tested, 0.083% active;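 active means percent activation above the mean of all tested compounds plus 3 SD, cut at about 19% in these data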;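 further: higher means more PKAc released from R1A so a rise in polarization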
Arr AP2 block: blocks beta-arrestin peptide binding to AP2 adaptin. FITC-arrestin peptide / GST-AP2 beads, flow cytometry; AP2 beta2 appendage carries R879A mutation. inhibition, % at 10 µM. 340,000 tested, 0.31% active;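 active means inhibition above a set limit, near 3 SD of compounds lacking own fluorescence, cut at about 54% in these data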;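 further: plate controls were DMSO wells for no effect and 5 µM unlabelled arrestin peptide for full effect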
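Material – AP2 appendage R879A on GSH beads · Buffer or medium – PBS with 0.05% Tween 20 and 0.1% BSA · Probe or stimulus – fluorescein-tagged arrestin peptide at 50 nM final · Incubation – compound with beads 12 min RT, then probe 1 h RT · Detection – high-throughput flow cytometry of beads, ex 488, em 535 nm · Evaluation – percent response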
MITF TRPM1 HTS: activators of MITF-driven TRPM1 promoter activity in SK-MEL-5 cells; activation, % at 12.5 µM; SK-MEL-5 TRPM1-promoter luciferase, 24 h; % of positive control, neutral wells = 0; 300,000 tested, 0.75% active;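 active means mean activation of at least 80% with every replicate also reaching 80%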;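 further: 0% = neutral control wells and 100% = parthenolide positive control wells; values of inactives mirror those of a sister screen read the other way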
NSD2 inh: NSD2 (human) methyltransferase inhibition | NSD2 peptide methylation, AlphaScreen, 120 min | inhibition, % at 12.5 µM | 310,000 tested, 0.54% active | AID 743445; in the data active means inhibition above about 50%
SR-BI DiI inh: blocks mouse SR-BI lipid uptake from DiI-HDL | Q61009 | ldlA[mSR-BI] CHO cells, DiI-HDL uptake fluorescence, 3 h | inhibition, % at 12.5 µM | 320,000 tested, 0.96% active;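 active means mean replicate inhibition of at least 70% and a set share of replicates each scoring 70 or more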;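 further: 0% = median of neutral control wells and 100% = median of positive control wells; values of inactives mirror those of a sister screen read the other way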
SR-BI uptake up: activators of SR-BI mediated HDL lipid uptake; 320,000 tested, 0.096% active; CHO ldlA[mSR-BI] cells, DiI-HDL uptake fluorescence, 3 h; 100 = double the neutral-control signal; activation, % at 12.5 µM;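 active means mean replicate activation of at least 60% and every replicate at or above 60%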;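 further: 0% = median plate neutral-control signal and 100% = twice that signal; values of inactives mirror those of a sister screen read the other way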
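Test system: SR-BI-overexpressing, LDLR-lacking CHO cells; Medium: Ham's F12 with 0.5% BSA, HEPES 25 mM, pH 7.4; Schedule: 3 h, 37 °C; Technique: bottom-read fluorescence, 550/595 nm.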
* marks the source's active call; other numbers are inactive results.

Results for COc1ccc(NC(=O)CC2C(=O)N(Cc3ccccc3)C(=S)N2CCN2CCOCC2)cc1 (centres undefined) ?
Pemphigus Ab inh: 113; CDK5 inh: -2.7; dFosB act: -13; PKA-R2B activ: -6; Mot1-301 SUMO: 7; PKA-R1A act: -9; Arr AP2 block: 18; MITF TRPM1 HTS: 4; NSD2 inh: 0; SR-BI DiI inh: -23; SR-BI uptake up: 23

How did CC1CN(c2ccc(C(=O)c3ccccc3C(=O)O)cc2[N+](=O)[O-])CC(C)O1 (centres undefined) do in these assays?
Pemphigus Ab inh: 97; CDK5 inh: -4.8; dFosB act: -1; PKA-R2B activ: -10; Mot1-301 SUMO: -14; PKA-R1A act: 1; Arr AP2 block: 4; MITF TRPM1 HTS: -3; NSD2 inh: -2; SR-BI DiI inh: -3; SR-BI uptake up: 3

What do the screens show for `CC(C)CNC(=S)N1CCN(C(c2ccccc2)c2ccccc2)CC1`?
Pemphigus Ab inh: 101; CDK5 inh: 1.8; dFosB act: -5; PKA-R2B activ: -6; Mot1-301 SUMO: 14; PKA-R1A act: 0; MITF TRPM1 HTS: -2; NSD2 inh: -1; SR-BI DiI inh: -10; SR-BI uptake up: 10

Results for CC(C)(C)OC(=O)NCCCCCNC(=O)c1ncn(Cc2ccccc2)c1C(=O)NCCCCCNC(=O)OC(C)(C)C ?
Pemphigus Ab inh: 101; CDK5 inh: 0.0; dFosB act: 0; PKA-R2B activ: -1; Mot1-301 SUMO: -5; PKA-R1A act: -10; Arr AP2 block: 13; MITF TRPM1 HTS: -10; SR-BI DiI inh: 30; SR-BI uptake up: -30

What do the screens show for `COc1ccc(C2=NN(CC(=O)Nc3ccccc3C)C(=O)CC2)cc1`?
Pemphigus Ab inh: 100; CDK5 inh: 1.9; dFosB act: 1; PKA-R2B activ: 6; Mot1-301 SUMO: 164; PKA-R1A act: -7; Arr AP2 block: -2; MITF TRPM1 HTS: 20; SR-BI DiI inh: -3; SR-BI uptake up: 3

How did Cc1c(C(=O)N2CCN(S(C)(=O)=O)CC2)oc2ccccc12 do in these assays?
Pemphigus Ab inh: 101; CDK5 inh: 2.1; dFosB act: -11; PKA-R2B activ: 2; Mot1-301 SUMO: -26; PKA-R1A act: 0; Arr AP2 block: 6; MITF TRPM1 HTS: 10; NSD2 inh: 7; SR-BI DiI inh: -15; SR-BI uptake up: 15

What do the screens show for `CN(C)C(=O)c1ccc(NC(=O)CSc2nnc(-c3cccs3)n2N)cc1`?
CDK5 inh: -2.3; dFosB act: 0; PKA-R2B activ: -6; Mot1-301 SUMO: 4; PKA-R1A act: -8; Arr AP2 block: 2; MITF TRPM1 HTS: 7; NSD2 inh: 0; SR-BI DiI inh: -6; SR-BI uptake up: 6

What do the screens show for `CCCNC(=O)CNC(=S)N(Cc1cc(OC)c(OC)c(OC)c1)C1CCCC1`?
Pemphigus Ab inh: 86; CDK5 inh: 0.0; dFosB act: -1; PKA-R2B activ: 10; Mot1-301 SUMO: 14; PKA-R1A act: -3; Arr AP2 block: -11; MITF TRPM1 HTS: -7; NSD2 inh: -3; SR-BI DiI inh: 3; SR-BI uptake up: -3

Results for C#CCSc1nc(C)cc(C(=O)OCC)c1C#N ?
CDK5 inh: 1.2; dFosB act: 2; PKA-R2B activ: -2; Mot1-301 SUMO: 21; PKA-R1A act: -3; Arr AP2 block: -7; NSD2 inh: -3; SR-BI DiI inh: 4; SR-BI uptake up: -4

What do the screens show for `O=C(Nc1cccc(-c2ccc(F)cc2)c1)C1CCCN(C(=O)c2cscn2)C1` (centres undefined)?
Pemphigus Ab inh: 108; CDK5 inh: -0.8; dFosB act: -11; PKA-R2B activ: -6; Mot1-301 SUMO: -3; PKA-R1A act: 3; Arr AP2 block: -8; MITF TRPM1 HTS: -2; NSD2 inh: -4; SR-BI DiI inh: 45; SR-BI uptake up: -45

How did CC1(C)CC(=O)C=C(c2ccc(OC(F)(F)F)cc2)C1 do in these assays?
Pemphigus Ab inh: 103; CDK5 inh: -1.5; dFosB act: -10; PKA-R2B activ: 8; Mot1-301 SUMO: 0; PKA-R1A act: -2; Arr AP2 block: 9; MITF TRPM1 HTS: 22; SR-BI DiI inh: -17; SR-BI uptake up: 17

How did CC(C)c1ccc(N2C(=O)C3C4C=CC(CC4)C3C2=O)cc1 (centres undefined) do in these assays?
Pemphigus Ab inh: 118; CDK5 inh: -0.5; dFosB act: 5; PKA-R2B activ: 1; Mot1-301 SUMO: 15; PKA-R1A act: 4; Arr AP2 block: 35; NSD2 inh: -2; SR-BI DiI inh: -22; SR-BI uptake up: 22

Results for Cn1cccc1/C=N/NC(=O)Cn1cnc2ccccc21 ?
Pemphigus Ab inh: 102; CDK5 inh: -0.7; dFosB act: -1; PKA-R2B activ: 3; Mot1-301 SUMO: -11; PKA-R1A act: 2; Arr AP2 block: 7; NSD2 inh: 3; SR-BI DiI inh: 19; SR-BI uptake up: -19

What do the screens show for `Clc1ccc2c(SCC3CO3)c3ccccc3nc2c1` (centres undefined)?
CDK5 inh: -4.6; dFosB act: 0; PKA-R2B activ: 12; PKA-R1A act: 10; Arr AP2 block: 5; MITF TRPM1 HTS: 2; NSD2 inh: 0; SR-BI DiI inh: 1; SR-BI uptake up: -1

Results for CCOC(=O)C(Cc1ccc(O)cc1)NC(=O)CNC(=O)C(CC(C)C)NC(=O)OC(C)(C)C (centres undefined) ?
CDK5 inh: -0.8; dFosB act: -5; PKA-R2B activ: 7; Mot1-301 SUMO: -7; PKA-R1A act: 7; Arr AP2 block: 7; MITF TRPM1 HTS: 11; NSD2 inh: 0; SR-BI DiI inh: -4; SR-BI uptake up: 4

How did Cc1ccccc1C(=O)Nc1cccc(-c2nnc(SCC(=O)O)n2C)c1 do in these assays?
Pemphigus Ab inh: 101; CDK5 inh: 2.0; dFosB act: -2; PKA-R2B activ: -16; Mot1-301 SUMO: -5; PKA-R1A act: -14; Arr AP2 block: -3; NSD2 inh: 0

Results for COC(=O)c1ccc(CSc2nnnn2-c2ccccc2)o1 ?
Pemphigus Ab inh: 103; CDK5 inh: -0.8; dFosB act: 4; PKA-R2B activ: -12; Mot1-301 SUMO: active; PKA-R1A act: 2; Arr AP2 block: 27; NSD2 inh: -3; SR-BI DiI inh: -39; SR-BI uptake up: 39

How did O=C(OCc1c(Cl)cccc1Cl)c1cccnc1 do in these assays?
Pemphigus Ab inh: 102; CDK5 inh: -0.2; dFosB act: -6; PKA-R2B activ: 7; Mot1-301 SUMO: 5; PKA-R1A act: -12; Arr AP2 block: 1; MITF TRPM1 HTS: 5; NSD2 inh: -1; SR-BI DiI inh: 12; SR-BI uptake up: -12

What do the screens show for `COc1ccc(S(=O)(=O)N2CN3CCN(C3)C2)cc1OC`?
Pemphigus Ab inh: 93; CDK5 inh: 0.6; dFosB act: -3; PKA-R2B activ: 1; Mot1-301 SUMO: -12; PKA-R1A act: -9; Arr AP2 block: 9; MITF TRPM1 HTS: -1; NSD2 inh: -5; SR-BI DiI inh: -14; SR-BI uptake up: 14

What do the screens show for `Cc1cccc(-c2nsc(SCC(=O)Nc3ccc4c(c3)OCO4)n2)c1`?
CDK5 inh: -1.1; dFosB act: 20*; PKA-R2B activ: -8; Mot1-301 SUMO: -6; PKA-R1A act: -5; Arr AP2 block: -6; MITF TRPM1 HTS: 37; NSD2 inh: 0; SR-BI DiI inh: 2; SR-BI uptake up: -2

What do the screens show for `COc1ccc(C(C(=O)NC2CCCC2)N(Cc2ccccc2)C(=O)CNC(=O)c2ccco2)cc1` (centres undefined)?
Pemphigus Ab inh: 107; CDK5 inh: 0.9; dFosB act: -9; PKA-R2B activ: 7; Mot1-301 SUMO: -10; PKA-R1A act: -4; Arr AP2 block: 3; MITF TRPM1 HTS: -1; NSD2 inh: -1; SR-BI DiI inh: -13; SR-BI uptake up: 13

What do the screens show for `S=C1NC[C@H](c2ccccc2)N1CC1CCCCC1`?
Pemphigus Ab inh: 109; CDK5 inh: -3.2; dFosB act: -9; PKA-R2B activ: -12; Mot1-301 SUMO: 18; PKA-R1A act: -2; Arr AP2 block: -13; MITF TRPM1 HTS: 3; SR-BI DiI inh: -33; SR-BI uptake up: 33

Results for COc1cccc(/C=C/C(=O)OC(C)C(=O)Nc2c(C)n(C)n(-c3ccccc3)c2=O)c1 (centres undefined) ?
Pemphigus Ab inh: 96; CDK5 inh: -0.9; dFosB act: 0; PKA-R2B activ: -6; Mot1-301 SUMO: -10; PKA-R1A act: -11; Arr AP2 block: 8; MITF TRPM1 HTS: -9; NSD2 inh: -4; SR-BI DiI inh: -5; SR-BI uptake up: 5

Arranged by formula weight (ascending): part of the list above.
How did Cc1c(C(=O)N2CCN(S(C)(=O)=O)CC2)oc2ccccc12 do in these assays?
Pemphigus Ab inh: 101; CDK5 inh: 2.1; dFosB act: -11; PKA-R2B activ: 2; Mot1-301 SUMO: -26; PKA-R1A act: 0; Arr AP2 block: 6; MITF TRPM1 HTS: 10; NSD2 inh: 7; SR-BI DiI inh: -15; SR-BI uptake up: 15

What do the screens show for `COc1ccc(C2=NN(CC(=O)Nc3ccccc3C)C(=O)CC2)cc1`?
Pemphigus Ab inh: 100; CDK5 inh: 1.9; dFosB act: 1; PKA-R2B activ: 6; Mot1-301 SUMO: 164; PKA-R1A act: -7; Arr AP2 block: -2; MITF TRPM1 HTS: 20; SR-BI DiI inh: -3; SR-BI uptake up: 3

What do the screens show for `CCCNC(=O)CNC(=S)N(Cc1cc(OC)c(OC)c(OC)c1)C1CCCC1`?
Pemphigus Ab inh: 86; CDK5 inh: 0.0; dFosB act: -1; PKA-R2B activ: 10; Mot1-301 SUMO: 14; PKA-R1A act: -3; Arr AP2 block: -11; MITF TRPM1 HTS: -7; NSD2 inh: -3; SR-BI DiI inh: 3; SR-BI uptake up: -3

This is a random part of the collection; any-hit rate near 4.7%.
